TDP1 block = qHTS Assay for Inhibitors of Tyrosyl-DNA Phosphodiesterase (TDP1) | recombinant TDP1, AlphaScreen DNA substrate cleavage | Potency, µM (titrated, usually from 130 µM), for inactives: at the highest dose activity change, negative = inhibition, hits mostly inhibitors | 350,000 compounds, 0.28% hits; also: nearly all actives have a fitted effect of over 40% in size
Target sequence (Q9NUW8 whole entry, looked up): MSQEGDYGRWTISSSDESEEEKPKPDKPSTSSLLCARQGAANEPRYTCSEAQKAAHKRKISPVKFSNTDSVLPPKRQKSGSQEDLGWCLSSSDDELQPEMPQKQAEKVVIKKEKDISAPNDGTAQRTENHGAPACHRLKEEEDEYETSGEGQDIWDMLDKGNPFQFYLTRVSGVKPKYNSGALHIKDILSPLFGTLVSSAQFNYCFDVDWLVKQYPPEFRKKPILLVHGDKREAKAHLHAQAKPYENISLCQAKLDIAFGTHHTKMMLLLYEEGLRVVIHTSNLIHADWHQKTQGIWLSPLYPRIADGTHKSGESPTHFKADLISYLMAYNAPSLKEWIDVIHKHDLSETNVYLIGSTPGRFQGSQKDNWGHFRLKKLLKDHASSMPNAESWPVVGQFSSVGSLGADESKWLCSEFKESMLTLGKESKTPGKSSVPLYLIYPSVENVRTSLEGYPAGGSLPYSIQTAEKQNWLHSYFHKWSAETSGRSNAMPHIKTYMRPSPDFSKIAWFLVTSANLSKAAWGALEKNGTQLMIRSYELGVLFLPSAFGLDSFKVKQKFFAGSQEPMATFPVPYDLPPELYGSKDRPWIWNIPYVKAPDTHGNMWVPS
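Compounds were preincubated with Tdp1 (1 nM final) for 15 min at room temperature before substrate (15 nM final) started a 5 min reaction; beads (10 ug/ml final) were then added for 10 min before AlphaScreen detection.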
DT40 TDP1 no CPT = qHTS for Inhibitors of human tyrosyl-DNA phosphodiesterase 1 (TDP1): qHTS in cells in absence of CPT. DT40 Tdp1-/- hTDP1 cells, no CPT, ATP luminescence, 48 h. Potency, µM (highest dose often 46.2 µM), without a hit: top-dose activity change, negative = growth inhibition, actives largely listed as inhibitors. 420,000 compounds, 15% hits; also: nearly all actives have a fitted effect of over 55% in size
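Chicken DT40 Tdp1-/- cells complemented with human TDP1, screened without camptothecin (DMSO vehicle only), 400 cells/well. Compounds pin-transferred, cells incubated at 37 °C for at least 48 hr. Growth read as ATP-dependent luminescence (CellTiter-Glo, 30 min at RT).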
DT40 TDP1 CPT = qHTS for Inhibitors of human tyrosyl-DNA phosphodiesterase 1 (TDP1): qHTS in cells in presence of CPT; chicken DT40 Tdp1-/-;hTDP1 cells + 20 nM CPT, ATP luminescence, 48 h; Potency, µM (doses to about 46.2 µM), for the others: top-dose activity change, negative = growth inhibition, usual class: inhibitors; 420,000 compounds, 12% hits; AID 686979, 2013; also: nearly all actives have a fitted effect of over 55% in size
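Cell growth measured by CellTiter-Glo luminescence after a minimum 48 h, 37 C compound exposure with 20 nM CPT in Tdp1-knockout DT40 cells stably expressing hTDP1, seeded 400/well; qHTS titration format.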
Numbers without * were called inactive; ? = inconclusive; · = not tested or not shown; [ ] = another dose, or the depositor's remark. Calls follow the shape of the dose curve; as a rule, active = well fitted curve in the direction sought with a large enough effect; inconclusive = small, poorly fitted or top-dose-only effect, or another doubt; inactive = no such curve, though single readings can be large; an effect the other way counts as inactive or inconclusive. % is scaled to controls: 0 for no effect and ±100 for the full control effect; potency is read from the fitted curve at half-maximal effect.

Below each SMILES – TDP1 block, DT40 TDP1 no CPT, DT40 TDP1 CPT
CC1(C)Cc2cccc(OCC(=O)Nc3ccccc3F)c2O1
→ ·, ?, ?
Cc1c(Cl)cccc1NC(=O)CN1CCC(NC(=O)C2CCCCC2)CC1
→ 4%, ?, ?
C[C@@H](NC(=O)[C@@H]1Cc2ccccc2CN1C(=O)OC(C)(C)C)C(=O)NCC1CCCO1 (some centres not stated)
→ 1%, 4%, -7%
COc1cc(C(=O)NCC(c2cccs2)N2CCc3ccccc32)cc(OC)c1OC (configuration not stated)
→ 1%, 21µM*, ?
Cc1cc(C)cc(NC(=O)C2CCCN(S(=O)(=O)c3cccc4nsnc34)C2)c1 (configuration not stated)
→ 0%, 16µM*, 18µM*
O=C(CCc1nc(-c2ccccc2F)no1)Nc1cccc(C(F)(F)F)c1
→ -8%, 15µM*, 18µM*
CN(CC(=O)NCCc1ccccc1)Cc1ccco1
→ 8%, -27%, -3%
CCOc1ccc(S(=O)(=O)NCCC(=O)NCc2ccccn2)cc1
→ 0%, -4%, 4%
Cc1noc(C)c1S(=O)(=O)Nc1c(C)n(C)n(-c2ccccc2)c1=O
→ 3%, 0%, 5%
Clc1cccc(NC2=NCCC2)c1
→ 7%, -3%, -3%

The list goes on.
Below each SMILES – TDP1 block, DT40 TDP1 no CPT, DT40 TDP1 CPT
Cc1ccc(S(=O)(=O)c2c(COC(=O)c3cccc(Cl)c3)c(-c3ccccc3)nn2C)cc1
→ 1%, ?, 23µM*
CCOC(=O)c1ccc(C(=O)OCC)c(NC(=S)Nc2ccc([N+](=O)[O-])cc2OC)c1
→ 3%, ?, -5%
CCCN1CCN(c2nnc(-n3cccc3C(=O)Nc3cc(Cl)ccc3C)s2)CC1
→ 8%, ?, ?
CCOC(=O)C1(CCOc2ccccc2)CCN(Cc2ccc(O)cc2)CC1
→ ·, ?, ?
NNC(=O)CSc1nnnn1-c1ccccc1
→ 6%, -5%, -4%
O=C(COc1ccccc1)N=C1SC2CS(=O)(=O)CC2N1c1ccc(F)cc1F (configuration not stated)
→ 9%, -1%, -14%
COc1ccccc1C(=O)NNC(=O)c1csc(N2CCOCC2)n1
→ ·, -20%, -24%
COc1ccc(C2C=C(c3ccccc3)Nc3nnnn32)cc1 (configuration not stated)
→ 2%, ?, -18%
N#CCc1c(C#N)c(N)nc(N2CCCC(CO)C2)c1C#N (configuration not stated)
→ 1%, 5%, 0%
S=c1[nH]c(=S)c2n[nH]nc2[nH]1
→ ·, ?, ?

(next part)
Below each SMILES – TDP1 block, DT40 TDP1 no CPT, DT40 TDP1 CPT
COCCn1c(SCC(=O)NNC(=O)c2ccc(OC)c(OC)c2)nc2ccccc2c1=O
→ 4%, -6%, 7%
COc1ccccc1C1SCCN1S(=O)(=O)c1ccccc1 (configuration not stated)
→ ·, ?, ?
COc1ccc(-c2nnc(SCC(=O)Nc3ccc(C)c(Cl)c3)nc2-c2ccc(OC)c(OC)c2)cc1OC
→ 5%, ?, ?
CC(=O)N1CCc2c(sc(NC(=O)c3ccc(S(=O)(=O)N(C)CC4CCCO4)cc3)c2C(N)=O)C1 (configuration not stated)
→ ·, ?, ?
CCC(=O)c1cc2c(cc1NC(=O)c1ccccc1F)OCCO2
→ 3%, -16%, ?
O=C(CCn1cccc1)Nc1ccc(F)cc1
→ 3%, -3%, 3%
CC(C)Oc1ccc(C(CC(=O)N2CCOCC2)C(C)C)cc1 (configuration not stated)
→ ·, 14%, -3%
Cc1ccc(NC(=O)Cc2ncc(C(F)(F)F)cc2Cl)cc1Cl
→ -2%, ?, ?
O=C(NCc1ccco1)c1ccccc1Br
→ 5%, ?, ?
COc1cccc2cc(C(=O)N3CCN(C/C=C/c4ccccc4)CC3)c(=O)oc12
→ -4%, -7%, ?

(cont.)
Below each SMILES – TDP1 block, DT40 TDP1 no CPT, DT40 TDP1 CPT
COc1ccccc1N(CC(O)Cn1ccnc1C)S(=O)(=O)c1ccccc1 (configuration not stated)
→ -5%, -16%, -10%
CN(C1CCCCC1)S(=O)(=O)c1ccc2c(c1)CCC(=O)N2
→ -4%, -11%, -9%
FC(F)(F)c1nc2ccccc2n2c(-c3c(Cl)cccc3Cl)nnc12
→ 3%, 21µM*, 26µM*
CCOc1ccc(-c2cc(C(=O)N3CCN(c4ccc(C)cc4)C(C)C3)c3ccccc3n2)cc1 (configuration not stated)
→ 8%, 23µM*, 21µM*
CC(N)=Nc1ccc([N+](=O)[O-])cc1
→ -6%, -3%, -10%
O=C(c1cccc([N+](=O)[O-])c1)N1CCCC(C(=O)N2CCCCCC2)C1 (configuration not stated)
→ ·, -18%, 11%
Cc1ccc(-c2noc(CCC(=O)Nc3ccc4c(c3)OCO4)n2)cc1
→ 8%, ?, ?
CCOC(=O)C1=C(N)Oc2cc(O)ccc2C1c1cccnc1 (configuration not stated)
→ 8%, ?, 23µM*
CC(NC(=O)c1ccccc1C(=O)O)c1ccc(-n2ccnc2)cc1 (configuration not stated)
→ ·, 5%, 8%
Cc1ccc(S(=O)(=O)N(Cc2n[nH]c(=S)n2-c2ccccc2)c2ccccc2)cc1
→ 4%, 6%, -1%

Remaining list, next part.
Below each SMILES – TDP1 block, DT40 TDP1 no CPT, DT40 TDP1 CPT
CCOC(=O)C(=O)Nc1ccccc1C#N
→ -3%, 0%, 11%
CCc1ccccc1NC(=O)C(=O)NCCCN1CCOCC1
→ ·, 1%, 2%
C=CCC[C@@H](Cc1ccc(F)cc1)C(=O)OC[C@@H](NC(=O)[C@H](CC=C)CC(=O)NCCO)C(C)(C)C
→ 2%, ?, ?
Cc1ccccc1C(=O)NNC(=O)C1CC(=O)N(Cc2ccccc2)C1 (configuration not stated)
→ 0%[0.505 µM], 5%, -2%
COc1ccc(N(CC(=O)NCc2ccccc2OC)S(=O)(=O)c2ccccc2[N+](=O)[O-])c(OC)c1
→ 3%, ?, ?
Cc1cc(=O)oc(C)c1C(=O)OCC(=O)c1ccc(Cl)cc1
→ 0%, ?, ?
O=C(CN(Cc1ccc(F)cc1)C(=O)CCC(=O)Nc1ccccn1)NCCc1ccccc1
→ 1%, -21%, -16%
Cc1nc(Cc2nnc(SCC(=O)N3CC(=O)Nc4ccccc43)o2)cs1
→ ?, -20%, 0%
O=C1CCCC(=O)C1CS(=O)(=O)c1ccccc1
→ 0%, 8%, -9%
Cc1cc(=O)oc(C)c1C(=O)Nc1ccc(Cl)cn1
→ 1%, -14%, -3%

More structures follow:
Below each SMILES – TDP1 block, DT40 TDP1 no CPT, DT40 TDP1 CPT
CN1CCCC(OC(=O)c2ccc(Cl)cc2)C1 (configuration not stated)
→ 6%, ?, 3%
S=C(Nc1ccccc1Cl)N(Cc1cccnc1)Cc1ccco1
→ 5%, -13%, 3%
c1cncc(CNc2nc(-c3ccc4c(c3)OCO4)nc3ccccc23)c1
→ 0%[56.1 µM], ?, ?
Cc1ccc(F)cc1NC(=O)C1CCN(c2cnccn2)CC1
→ 1%, -4%, 2%
COc1cccc(CNCCSc2nnnn2C)c1
→ 10%, -22%, -31%
COc1ccc(NC(=O)c2csc(C)c2)cc1OC
→ 3%, 8%, 1%
Cc1ccc(Cl)cc1N(CC(=O)NC1CCCC1)C(=O)c1csnn1
→ -3%, -5%, 4%
Nc1nnc(CC(=O)N/N=C/c2ccccc2OCc2ccccc2F)s1
→ 5%, ?, ?
COc1ccccc1/C=C/C(=O)NC(=S)NC(C)C
→ 3%, 16µM*, ?
CN(C)c1ccc(-c2cc(NCc3cccnc3)ncn2)cc1
→ 4%, -16%, -17%

Single records (already shown). Screens in order: TDP1 block	DT40 TDP1 no CPT	DT40 TDP1 CPT
`COc1cccc(CNCCSc2nnnn2C)c1` reads 10%	-22%	-31%
`O=C(NCc1ccco1)c1ccccc1Br` reads 5%	?	?
`O=C(COc1ccccc1)N=C1SC2CS(=O)(=O)CC2N1c1ccc(F)cc1F` (configuration not stated) reads 9%	-1%	-14%
`CN(C1CCCCC1)S(=O)(=O)c1ccc2c(c1)CCC(=O)N2` reads -4%	-11%	-9%
`CN1CCCC(OC(=O)c2ccc(Cl)cc2)C1` (configuration not stated) reads 6%	?	3%

(more compounds)
Below each SMILES – TDP1 block, DT40 TDP1 no CPT, DT40 TDP1 CPT
O=[N+]([O-])c1cccc(/C=C/c2ccccc2)c1
→ ·, 0%, 1%
Cn1c(Cn2c(=O)sc3ccccc32)nnc1SCC(=O)Nc1cccc(F)c1
→ 0%, -11%, -15%
Cc1ccc(C(C)(C)C)cc1S(=O)(=O)Nc1nc2ccccc2nc1Cl
→ ·, ?, ?
Cc1cccc[n+]1CC(=O)c1ccc(Cl)cc1
→ ·, -2%, -2%
Clc1ccc(Nc2nc(-c3cccnc3)cs2)cc1
→ 6%, ?, -14%
Cc1cccc(C)c1NC(=O)CN1CCNCC1
→ -1%, 3%, 6%
Cc1cc(N2CCN(c3ccc(F)cc3)CC2)nc2cc(O)ccc12
→ 8%, 15µM*, 23µM*
Cc1ccccc1NC(=O)CN1C(=O)C2C3CC(C(Br)C3Br)C2C1=O (configuration not stated)
→ 0%, 16µM*, ?
Nc1ccc(NC(=O)Nc2ccc(N)cc2)cc1
→ 5%, 6%, 9%
COc1ccc(Cl)cc1-c1nc(-c2ccc(NC(=O)c3cccs3)cc2)no1
→ 0%, 21µM*, ?

Continued:
Below each SMILES – TDP1 block, DT40 TDP1 no CPT, DT40 TDP1 CPT
CC(C)(C)[C@@H]1C=C(C(=O)N2CCN(Cc3ccccc3)CC2)O[C@H](OCc2ccc(CO)cc2)C1
→ 5%, ?, 13µM*
CC1CC(C)CN(C(=O)CN(C)S(=O)(=O)c2ccc3c(c2)c(=O)n(C)c(=O)n3C)C1 (configuration not stated)
→ 2%, -21%, -4%
COc1ccc2ccccc2c1/C=N/O
→ 4%, -11%, -24%
CCn1c2ccccc2c2nnc(N3CCN(c4ccc(F)cc4)CC3)nc21
→ 3%, ?, -9%
COc1ccc(C)cc1S(=O)(=O)N(C)CC(=O)NCc1ccccn1
→ ·, 5%, 10%
COc1ccc(Cc2nnc(NC(=O)c3ccc(OC)cc3OC)s2)cc1
→ ·, -8%, -20%
O=C(c1ccco1)N1CCN(CCCCN2C(=O)c3ccccc3C2=O)CC1
→ 8%, -2%, -15%
COc1cc(NC(=O)c2ccc(Cl)cc2Cl)ccc1NC(=O)c1cccs1
→ -1%, -12%, ?
COc1cc(/C=C/C(=O)OCC(=O)NCc2ccco2)ccc1OCC#N
→ 8%, -21%, -4%
O=C(COc1ccccc1Cl)Nc1ccc2oc(=O)ccc2c1
→ 10%, 3%, 13%

Following part
Below each SMILES – TDP1 block, DT40 TDP1 no CPT, DT40 TDP1 CPT
N#Cc1c(N)n(-c2ccccc2)c(=O)c2cc([N+](=O)[O-])ccc12
→ -4%, ?, ?
CC(C)Sc1nc2ccccc2n2cnnc12
→ 2%, ?, 3%
CCOC(=O)C1=CCN(S(=O)(=O)c2ccc(F)cc2)C1c1ccc(Cl)c(Cl)c1 (configuration not stated)
→ ·, ?, ?
CC1CN(C(=S)Nc2ccccc2C(F)(F)F)CC(C)O1 (configuration not stated)
→ 1%, 5%, 3%
CCOc1ccc(-c2nonc2NC(=O)COc2ccccc2)cc1
→ -4%, ?, ?
CN(Cc1ccccc1)C(=O)c1ccc(NC(=O)Cc2ccc(NC(=O)C3CCCN(C(=O)C4CC4)C3)cc2)cc1 (configuration not stated)
→ ·, ?, ?
Cc1cc(C(=O)COc2cccnc2[N+](=O)[O-])c(C)n1-c1ccccc1
→ 0%, 21µM*, ?
COc1cc(C(=O)N2CCN(C(=O)c3cc(-c4ccc(Br)cc4)n[nH]3)CC2)cc(OC)c1OC
→ 1%, 26µM*, 21µM*
COCCCNC(=O)C(=O)NCCCOC(C)C
→ -3%, -5%, -5%
O=c1ccc2ccc(Oc3ccc([N+](=O)[O-])cc3Cl)cc2o1
→ 0%, -5%, -19%

(continued)
Below each SMILES – TDP1 block, DT40 TDP1 no CPT, DT40 TDP1 CPT
O=C(Nc1ccccc1Oc1ccccc1)c1cnccn1
→ 1%, -16%, -10%
COc1ccc(-c2csc(NC(=O)c3c(C)noc3C)n2)cc1F
→ 1%, ?, ?
COc1ccccc1N(CC(O)COc1ccccc1)S(=O)(=O)c1ccccc1 (configuration not stated)
→ -3%, ?, ?
COc1cccc(CN(C)C(=O)c2cc(COc3c(F)cccc3F)on2)c1
→ -5%, -16%, -22%
O=C(CCN=C1NS(=O)(=O)c2ccccc21)OCC(=O)c1ccc(F)c(F)c1
→ ·, -1%, 5%
COc1cc(-c2c(C#N)c(N)nc3c2CCCC3)cc(OC)c1OC
→ 2%, -30%, 2%
C1CCC(CNc2c3c(nc4nnnn24)CCCC3)CC1
→ 6%, 12µM*, ?
CCCN(Cc1cc2cc(C)ccc2[nH]c1=O)C(=O)c1cccc(Cl)c1
→ 7%, 23µM*, ?
CCOC(=O)c1c(C)[nH]c(C)c1S(=O)(=O)N1CCN(c2ccccc2OC)CC1
→ -1%, -15%, -11%

Source: PubChem
